From PubChem
MCF10A rereplic: DNA re-replication induction in MCF 10a cells; actives 2.9% (n = 350,000); MCF 10A DNA re-replication, Hoechst nuclear intensity, 48 h; AID 624296; Potency, µM (doses to about 46.1 µM), for the others: at the highest dose activity, positive = re-replication, usual class: activators; also: potency is read from the fitted curve at half-maximal effect; % of control where 0% means no effect; nearly all actives have a fitted effect of over 50% in size
IL1B secr inh: blocks inflammasome-driven IL-1 beta release; THP-1 LPS/ATP IL-1B secretion, AlphaLISA, 16 h; stronger effect = lower value; actives 4.7% (n = 360,000); AID 743279; activity change, % at 57.5 µM; in the data active = activity change below about -50%; inconclusive = mostly about -30% to -49%; also: % is scaled to controls: 0 for no effect and ±100 for the full control effect
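Secreted IL-1B measured by AlphaLISA bead assay after 16 h compound exposure of THP-1 cells; compounds (final up to 57.5 uM) added 1 h before LPS (250 ng/mL) and ATP (1.25 mM) stimulation; lower signal means less secretion.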
HepG2 tox: kills HepG2 cells in TGF-b inhibitor counter-screen. HepG2 CAGA-GFP viability, ATP luminescence, 18 h. Potency, µM (titrated, usually from 46.1 µM), for inactives: at the highest dose activity change, negative = cytotoxicity, hits mostly cytotoxic. actives 0.76% (n = 410,000); also: potency is read from the fitted curve at half-maximal effect; some results filed as inactive show a strong effect at the top dose
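CellTiter-Glo luminescence gave cytotoxicity after 18 hours at 37 degrees C. The cells were HepG2 CAGA-GFP in 1% FBS DMEM, stimulated with 500 pg/mL TGF-beta after compound addition. %Activity was normalised to no-cell wells (complete cell-killing) and DMSO (no toxicity), and curves were fitted and classified.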
ATXN2 expr inh: ATXN2 expression inhibition; HEK-293 ATXN2-luciferase reporter, luminescence, 24 h; Potency, µM (doses to about 57 µM), inactives show at the highest dose activity change, negative = inhibition, most hits filed as inhibitors; actives 0.72% (n = 360,000); AID 1745845; also: potency is read from the fitted curve at half-maximal effect; % is scaled to controls: 0 for no effect and ±100 for the full control effect; nearly all actives have a fitted effect of over 55% in size
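qHTS (up to 57 uM final) was run with 24 h compound exposure of reporter cells at 37 °C. Each well was multiplexed: SteadyGlo luminescence measured ATXN2-luciferase expression after a fluorogenic Gly-Phe-AFC viability readout (25 uM final).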
SW480 rerep: inducers of DNA re-replication in SW480 colon cancer cells; SW480 DNA re-replication, Hoechst DNA content imaging, 48 h; Potency, µM (series often up to 46.1 µM), inactives show at the highest dose re-replication activation, actives largely listed as activators; actives 1.8% (n = 340,000); also: potency is read from the fitted curve at half-maximal effect; % of control where 0% means no effect; nearly all actives have a fitted effect of over 55% in size
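DNA re-replication was detected as more nuclei of elevated Hoechst intensity after 48 hr exposure to compound (23 nL pinned per well of 250 cells).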
KB-3-1 tox: kills parental KB-3-1 adenocarcinoma cells. KB-3-1 viability, CellTiter-Glo ATP luminescence, 72 h. Potency, µM (top dose mostly 46.1 µM), for inactives: at the top dose activity change, negative = cytotoxic, actives largely listed as cytotoxic. actives 1.4% (n = 400,000); also: potency is read from the fitted curve at half-maximal effect; % is scaled to controls: 0 for no effect and ±100 for the full control effect; nearly all actives have a fitted effect of over 60% in size
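Luminescent ATP read-out (CellTiter-Glo) measures survival of drug-naive KB-3-1 cells after 72 h compound exposure at 37 °C. Titration series was screened from lowest to highest concentration, with DMSO vehicle plates as background controls.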
HT1080NT lethal: kills 2HG-producing HT-1080-NT fibrosarcoma cells. Potency, µM (doses to about 46.1 µM), for the others: top-dose activity, negative = less viability, hits mostly cytotoxic. AID 686970. HT-1080-NT fibrosarcoma viability, CellTiter-Glo ATP luminescence, 48 h. actives 1.6% (n = 360,000);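 also: NT is the 2HG producing partner of a matched IDH1 knockdown line; potency is read from the fitted curve at half-maximal effect; 0% = DMSO-treated cells and -100% = media-only wells without cells; nearly all actives have a fitted effect of over 55% in size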
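HT-1080-NT; 750 cells/well; 5% FBS RPMI; 48 h compound, 37 degrees C; CellTiter-Glo luminescence; curve fitting and curve-class assignment.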
HT1080 IDH1KD tx: toxicity to HT-1080 IDH1 knockdown cells (counter line). Potency, µM (doses to about 46.1 µM), inactives show top-dose activity, negative = toxicity, actives largely listed as cytotoxic. HT-1080 IDH1 knockdown viability, ATP luminescence, 48 h. actives 2% (n = 360,000);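 also: potency is read from the fitted curve at half-maximal effect; 0% = DMSO wells and -100% = cell-free medium wells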
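In this qHTS, HT-1080 cells depleted of IDH1 are exposed for 48 h at 37 °C to compound titrations. Toxicity is scored from CellTiter-Glo luminescence, with DMSO as full viability and medium alone as none.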
ATXN viability: cell viability loss in ATXN counter-screen; Potency, µM (titrated, usually from 56.7 µM), most hits filed as cytotoxic; actives 0.49% (n = 400,000); S2 cells (HEK-293 line with an ATXN2-luciferase reporter) viability, CellTiter-Fluor protease fluorescence, 24 h; AID 651635; also: potency is read from the fitted curve at half-maximal effect; nearly all actives have a fitted effect of over 40% in size
* hit, by the source's call; i = inactive; ? = inconclusive; / = no result given; & = joins results of further samples; [ ] = remark or other dose. Unless noted, calls follow the shape of the dose curve; as a rule, active = well fitted curve in the direction sought with a large enough effect; inconclusive = small, poorly fitted or top-dose-only effect, or another doubt; inactive = no such curve, though single readings can be large; an effect the other way counts as inactive or inconclusive.

SMILES	MCF10A rereplic	IL1B secr inh	HepG2 tox	ATXN2 expr inh	SW480 rerep	KB-3-1 tox	HT1080NT lethal	HT1080 IDH1KD tx	ATXN viability
c1ccc(CSc2nnc(-c3cccnc3)o2)cc1	1%	-7	-19%	36%[activator]	-7%	11%	-5%	0%	i
CCOC(=O)COc1ccc2c(C)cc(=O)oc2c1C(=O)c1ccccc1	-2%	-3	-28%	-20%	0%	26%	-6%	0%	i
CN(C(=O)COC(=O)C1CCN(S(=O)(=O)c2ccc(Cl)cc2)CC1)C1CCS(=O)(=O)C1 (configuration not stated)	?	22	5%	1%	-3%	-6%	1%	4%	i
CC1=CSC2=NC(C(F)(F)F)(C(F)(F)F)NC(=O)N12	0%	0	-4%	/	-12%	-3%	-1%	0%	i
Cc1ccc(NC(=O)Cc2cn(C)c3ccccc23)cc1F	6%	19	-11%	5%	-1%	0%	-5%	-12%	i
Cc1ccc(NC(=O)Nc2ccc3c(c2)OCO3)cc1F	-1%	?	4%	16%	21%	20%	?	-22%	i
CCOc1ccccc1NCN1C(=O)c2ccccc2C1=O	/	0	2%	/	/	8%	2%	3%	i
Cc1ccc(C2C3=C(CCCC3=O)Nc3[nH]c(=S)[nH]c(=O)c32)cc1 (configuration not stated)	-2%	7	0%	-4%	-6%	4%	6%	-9%	i
COc1ccc(CCNS(=O)(=O)CCNC(=O)c2ccc3c(c2)OCO3)cc1OC	-1%	4	13%	-5%	-91%[inhibitor]	26%	10%	9%	i
NC(=O)Nc1ccc(C(=O)OCC(=O)Nc2sccc2C(N)=O)cc1	9%	4	-20%	1%	3%	0%	-17%	2%	i
Cc1cc(C)c2nc(-c3ccccc3)ccc2c1	/	44	3%	67%[activator]	/	0%	?	24%	i
O=C(CCn1c(=O)oc2ccccc21)NCCN1CCOCC1	-12%	-3	-29%	-22%	-3%	20%	-7%	6%	?
Nn1c(Nc2ccccc2)nc2sc3c(c2c1=O)CCCC3	-2%	13	-16%	-18%	-6%	4%	-5%	-10%	i
CN(Cc1ccccc1)C(=O)CNC(=O)Cn1cnc2ccccc2c1=O	-3%	19	4%	10%	-10%	20%	6%	0%[9.24 µM]	?
O=C1C(C=NCc2ccco2)=C(O)c2ccccc21	2%	23	-3%	68%[activator]	-2%	1%	-1%	-25%	i
COc1cc(NC(=S)NCCCN2CCOCC2)c(OC)cc1Cl	2%	29	3%	16%	-7%	15%	1%	-1%	i
COc1cc(C(=O)NCC(c2cccs2)N2CCOCC2)ccc1OCc1ccc(Cl)cc1 (configuration not stated)	/	?	-3%	/	/	?	-29%	?	i
O=C(NCCc1ccccc1)c1ccc(CSc2nc3ccncc3n2Cc2ccccc2F)cc1	/	/	-19%	-18%	/	-11%	/	/	?
C[C@H](CO)N1C[C@H](C)[C@@H](CN(C)S(=O)(=O)c2cccs2)Oc2c(NS(=O)(=O)c3ccccc3)cccc2C1=O	6%	-6	-2%	9%	-50%[9.22 µM]	-4%	0%	-2%	i
CCCOc1cc(N)ccc1C(=O)OCCN(CC)CC	-5%	23	-1%	2%	-10%	0%	-3%	-2%	i
O=C(Nc1ccc(S(=O)(=O)N2CCCC2)cc1)c1ccc(Br)o1	-2%	-28	-11%	-10%	-5%	2%	-12%	0%	i
CCc1nnc(NC(=O)c2nc(SCc3ccccc3F)ncc2Cl)s1	/	/	-15%	10%	/	3%	/	/	i
Cc1ccc(S(=O)(=O)N2CCN(S(=O)(=O)N3CCCCCC3)CC2)cc1	?	34	3%	3%	-4%	-5%	-6%	1%	i
Cc1ccc(-n2c(=S)[nH]c3sc4c(c3c2=O)CCc2ccccc2-4)cc1	0%	36	-18%	/	0%	-22%	17%	21%	?
Cc1ccc(Cn2c(NC(=O)c3ccco3)nc3ccccc32)cc1	?	-10	-23%	-11%	-2%	-5%	-24%	?	i
O=C(CNc1ccccc1)NN=C1CCCC1	-1%	18	6%	8%[11.3 µM]	3%	-1%	-1%	-18%	i
CCc1ccc(-c2cn3c(n2)SCC3)cc1	22%	-2	-13%	18%	-17%	8%	?	20%	i
Cc1ccc(C(=O)O/N=C(\N)c2ccc(Br)cc2)cc1C	3%	-3	-16%	57%[activator]	1%	11%	1%	4%	i
COc1ccc(/C(O)=C2/C(=O)C(=O)N(Cc3ccco3)C2c2cccs2)cc1 (configuration not stated)	?	-2	-11%	2%	?	-4%	-2%	-6%	i
COc1ccc(-c2cc(C(=O)N3CCN(c4ccccc4)CC3)no2)cc1OC	-5%	13	4%	5%	3%	-3%	2%	10%	i
Cc1ccc(Nc2sc(C(=O)c3ccccc3)c(N)c2C(N)=O)cc1	/	/	-28%	4%	/	-9%	/	/	i
Cc1ccc(CONC(=O)c2cccc([N+](=O)[O-])c2)cc1	8%	-22	13%	14%	-8%	8%	10%	18%	i
CC1N(C)c2cc(NC(=O)c3cccs3)c(P(=O)(Nc3ccc([N+](=O)[O-])cc3)N3CCOCC3)cc2C1(C)C (configuration not stated)	-10%	-58*	-16%	-21%	14%	10%	-15%	-27%	?
Cc1ccc(-c2nnn(CC(=O)N(c3ccccc3)C(C(=O)NC(C)(C)C)c3cccs3)n2)o1 (configuration not stated)	15%	-2	-3%	-11%	0%	-10%	?	?	i
S=c1[nH]c2ccc(Cl)cc2s1	8%	9	4%	/	-1%	0%	-2%	-2%	i
CC(C)CCN1CCN(C/C=C/c2ccco2)CC1CCO (configuration not stated)	10%	9	0%	-2%	7%	-4%	4%	-1%	i
Cc1ccc(SCCOCCN2CCc3ccccc3C2)cc1	?	6	-24%	/	-99%[inhibitor]	2%	1%	0%	i
COc1cc(CNC(=O)CCn2nc(C)c3c(C)n(-c4ccccc4)nc3c2=O)cc(OC)c1OC	0%	6	-9%	-4%	-5%	13%	5%	14%	i
CCC(C)(C)NC(=O)C(c1cccn1C)N(C(=O)Cn1nnc2ccccc21)c1ccc(OC)cc1 (configuration not stated)	11%	14	-1%	0%	6%	-2%	-12%	-13%	i
COc1ccc(/C=C/C=N/NC(=O)COc2ccc(OC)cc2)cc1	?	-21	-18%	3%	9%	-12%	-6%	-9%	i

A run of entries from further up, as a working copy:
SMILES	MCF10A rereplic	IL1B secr inh	HepG2 tox	ATXN2 expr inh	SW480 rerep	KB-3-1 tox	HT1080NT lethal	HT1080 IDH1KD tx	ATXN viability
O=C(NCCc1ccccc1)c1ccc(CSc2nc3ccncc3n2Cc2ccccc2F)cc1	/	/	-19%	-18%	/	-11%	/	/	?
C[C@H](CO)N1C[C@H](C)[C@@H](CN(C)S(=O)(=O)c2cccs2)Oc2c(NS(=O)(=O)c3ccccc3)cccc2C1=O	6%	-6	-2%	9%	-50%[9.22 µM]	-4%	0%	-2%	i

(list continues)
SMILES	MCF10A rereplic	IL1B secr inh	HepG2 tox	ATXN2 expr inh	SW480 rerep	KB-3-1 tox	HT1080NT lethal	HT1080 IDH1KD tx	ATXN viability
O=C1N(c2ccccc2)c2ccccc2C1(O)C(F)(F)F (configuration not stated)	-8%	-24	-1%	13%	-8%	17%	8%	16%	i
Nc1ccc2[nH]ncc2c1	0%&-2%	9	5%	-3%	-7%&-17%	0%	25%	0%	i
CN1Cc2cc(C(=O)c3ccccc3O)cnc2NC1=O	1%	15	-4%	8%	6%	-1%	-3%	-3%	?
CC(c1ccccc1)N1C(=O)/C(=C/c2ccncc2)SC1=S (configuration not stated)	16µM*	-50*	-110%	/	16µM*	?	?	?	22µM*
N#Cc1c(Nc2ccccc2)c(/C=N/NCCO)c[nH]c1=O	-13%	25	-13%	-1%	-1%	8%	-3%	1%	i
COc1ccc(Nc2nc(Cl)nc(NCc3ccco3)n2)c(OC)c1	?	29	10%	10%	0%	-8%	4%	16%	i
N#Cc1ccc(NCCc2ccccn2)c([N+](=O)[O-])c1	-6%	?	-1%	/	-3%	8.2µM*	4%	-1%	?
O=Cc1ccc(OCc2cccc(C(F)(F)F)c2)cc1O	?	131	-33%	-11%	76%	-4%	-16%	?	i
CCOc1ccc(NC(=O)c2cc3ccccc3cc2O)cc1	16µM*	-18	-2%	/	-15%	-16%	6%	2%	/
CC(=O)Nc1ccc(S(=O)(=O)Nc2nnc(CC(C)(C)C)s2)cc1	-3%	-7	0%	-9%	-8%	11%	2%	-4%	i
COc1ccc(CCn2c(Br)nc3c2c(=O)[nH]c(=O)n3C)cc1	16%	42	0%	-27%	?	5.2µM*	?	10µM*	i
Cc1ccc2c(c1)N(CC(=O)N1CCN(C3CCCCC3)CC1)C(=O)CO2	-11%	-13	-12%	-3%	-119%[inhibitor]	-1%	8%	2%	i
Cc1nn(-c2ccccc2)c(Cl)c1C(=O)N1CCN(c2ncnc3c2cnn3-c2ccccc2)CC1	?	-74*	-11%	18µM*	?	?	21µM*	?	/
CC(=O)c1ccc(N2CCN(C(=O)Cc3n[nH]c(=O)c4ccccc34)CC2)cc1	4%	22	18%	-9%	1%	-4%	-8%	-18%	i
O=C(NC1CCCCC1)C(c1ccncc1)N(C(=O)c1csnn1)c1ccccc1F (configuration not stated)	1%	10	2%	11%	-16%	15%	0%	5%	i
OCC1(Cc2ccc(Cl)cc2)CCN(Cc2ccc(F)c(F)c2)CC1	?	?	-23%	-11%	?	-11%	?	?	i
COc1ccccc1/C=C\C=N\n1c(-c2ccc(Cl)cc2Cl)n[nH]c1=S	?	8	-24%	11%	-5%	-6%	13%	13%	i
Cc1ccc(-c2nnc(-c3ccc(NC(=O)c4ccco4)cc3)o2)cc1	23%	0	-32%	-7%	0%	4%	-4%	-1%	i
O=c1[nH][nH]c(-c2ccccc2)c1C=Nc1ccccc1Cl	0%	31	-2%	-4%	-2%	19%	4%	9%	?
CC1CN(C(=O)C(C)N2CCN(c3ccccc3Cl)CC2)CC(C)O1 (configuration not stated)	4%	29	0%	-18%	0%	-32%	3%	-1%	i
COC1CCCN(Cc2c(C(=O)N3CCN(C4CCCCC4)CC3)nc3ccccn23)C1 (configuration not stated)	1%	32	7%	3%	6%	22%	0%	4%	i
